4-MU autofl: qHTS Assay for Spectroscopic Profiling in 4-MU Spectral Region; compound autofluorescence, 340/450 nm, 4-MU equivalents; active compounds read high; max dye-equivalent concentration, M; 11% of 59,000 active; in the data active = max dye-equivalent concentration above about 10 nM; inconclusive = mostly about 1.1 nM to 9.6 nM
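Compounds in 100 mM Tris, pH 8.0, sat 15 min at room temperature before fluorescence was read at 340 nm excitation/450 nm emission; a per-plate six-point 4-MU standard curve converted signals to dye-equivalent concentration at each compound concentration.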
ERK AVP inh: qHTS Assay for Inhibitors of the ERK Signaling Pathway using a Homogeneous Screening Assay; HEK293-V1b, vasopressin-stimulated pERK AlphaScreen; Potency, µM (titrated, usually from 57.5 µM), for inactives: at the highest dose activity, negative = inhibition, actives largely listed as inhibitors; 0.99% of 72,000 active; AID 995, 2007; note: potency is the fitted concentration of half-maximal effect; % is set by controls: 0 for no effect and ±100 for the full control effect; nearly all actives have a fitted effect of over 55% in size
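Phosphorylated ERK1/2 detected via AlphaScreen bead proximity in lysates of V1b-expressing HEK293 cells given 25 nM vasopressin for 5 min after 30 min compound exposure (37 °C). AC50 from Hill equation; basal DMSO 0%, vasopressin 100%.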
CRE-bla Fsk: Cell signaling CRE-BLA (Fsk stim) | CHO CRE-bla reporter (cAMP response element driving beta-lactamase), forskolin EC10, beta-lactamase ratio | Potency, µM (doses to about 38.2 µM), for inactives: at the top dose activity change, negative = inhibition, actives largely listed as activators | 2.5% of 71,000 active; active = well fitted activation curve with a large enough effect in the signal ratio, with a control signal flat, not every such curve was filed as active; inconclusive = small, poorly fitted or top-dose-only effect, or effect the other way, or a change in a side signal; the % refers to the signal ratio; note: potency is the fitted concentration of half-maximal effect; % of control where 0% means no effect
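Using CellSensor CRE-bla CHO cells in Opti-MEM with 0.5% dialyzed FBS, compounds were titrated with EC10 NKH 477 for 3 h at 37 °C. CCF4 ratio (460/530 nm) gave %Activity; AC50 derived.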
GFP derepression: qHTS Assay for Epigenetic Modulators; 0.09% of 68,000 active; mouse C127i GFP locus derepression, cytometry, 30 h; AID 597, 2007; Potency, µM (highest dose often 46.1 µM), for the others: at the highest dose GFP derepression (activation); note: % of control where 0% means no effect
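Locus derepression in mouse mammary C127i cells whose integrated CMV-GFP reporter is normally silent; GFP expression after 30 h compound treatment was quantified by counting fluorescent cells.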
A350 autofl: qHTS Assay for Spectroscopic Profiling in A350 Spectral Region | 11% of 59,000 active | Compound autofluorescence, 340/450 nm, Alexa 350 dye-equivalents; active compounds read high | AID 590, 2007 | max dye-equivalent concentration, M; in the data active = max dye-equivalent concentration above about 10 nM; inconclusive = mostly about 1.1 nM to 9.6 nM
HBB splicing: qHTS Assay for Modulators of Hemoglobin Beta Chain Splicing; HBB splicing reporter cell assay, activation; EGFP reporter with mutant IVS2-654 intron; response scale: normalised to 500 nM splice-correcting PNA; Potency, µM (top dose mostly 46.1 µM), for inactives: at the highest dose activation, usual class: activators; 0.06% of 65,000 active; AID 925, 2007; note: potency is the fitted concentration of half-maximal effect; 0% is about no effect
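HeLa cells stably expressing EGFP interrupted by mutant beta-globin intron 2 (IVS2-654), 500/well in 2% FCS. Treated with compound for 2 days at 37C. Splicing correction scored as total well GFP intensity (488 nm excitation, 500-520 nm emission); 500 nM antisense PNA served as control.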
TexasRed autofl: qHTS Assay for Spectroscopic Profiling in Texas Red Spectral Region | Compound fluorescence, Texas Red channel, 547/618 nm; active compounds read high | max dye-equivalent concentration, M | 0.06% of 59,000 active | AID 587, 2007; in the data active = max dye-equivalent concentration above about 10 nM; inconclusive = between about 1.1 nM and that limit
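Fluorescence at ex 547/em 618 nm, normalized against an on-plate Texas Red standard series to give dye-equivalent concentration per compound concentration. Buffer 100 mM Tris, pH 8.0; 15 min RT incubation before CCD imaging.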
Fluorescein autfl: qHTS Assay for Spectroscopic Profiling in Fluorescein Spectral Region; Compound autofluorescence, 480/540 nm, fluorescein-equivalent; active compounds read high; max fluorescein-equivalent concentration, M; 0.91% of 59,000 active; in the data active = max fluorescein-equivalent concentration above about 10 nM; inconclusive = between about 1.1 nM and that limit
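Compounds (23 nL) in 100 mM Tris pH 8.0, 15 min at room temperature, then fluorescence read at 480 nm excitation/540 nm emission. Signal converted to fluorescein-equivalent concentration from an on-plate fluorescein standard curve.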
Luciferase inh: qHTS Assay for Inhibitors of Firefly Luciferase. purified firefly luciferase, luminescence, 8 min. Potency, µM (highest dose often 57.1 µM), for the others: at the top dose activity change, negative = inhibition, most hits filed as inhibitors. 2.2% of 72,000 active; note: potency is the fitted concentration of half-maximal effect; % is set by controls: 0 for no effect and ±100 for the full control effect; nearly all actives have a fitted effect of over 40% in size
Target sequence (P08659 whole entry, looked up): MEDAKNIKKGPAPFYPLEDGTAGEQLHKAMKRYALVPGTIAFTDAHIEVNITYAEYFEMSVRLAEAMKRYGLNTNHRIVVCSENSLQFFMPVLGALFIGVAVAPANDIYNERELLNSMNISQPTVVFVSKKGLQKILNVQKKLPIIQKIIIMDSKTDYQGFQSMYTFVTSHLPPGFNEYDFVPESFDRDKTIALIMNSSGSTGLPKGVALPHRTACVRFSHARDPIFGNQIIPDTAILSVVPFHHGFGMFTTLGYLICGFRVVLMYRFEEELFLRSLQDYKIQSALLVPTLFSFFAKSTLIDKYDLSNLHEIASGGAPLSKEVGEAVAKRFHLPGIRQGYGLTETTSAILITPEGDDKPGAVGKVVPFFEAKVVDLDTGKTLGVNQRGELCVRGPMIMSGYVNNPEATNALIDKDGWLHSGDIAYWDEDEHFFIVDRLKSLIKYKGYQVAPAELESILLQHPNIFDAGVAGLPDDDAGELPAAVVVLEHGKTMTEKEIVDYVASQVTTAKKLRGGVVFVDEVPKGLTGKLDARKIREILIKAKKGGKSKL
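Substrate buffer containing 10 uM ATP (pH 7.2 imidazole, Mg2+, KCl, detergent, BSA) is dispensed, compound pinned in, then luciferase/luciferin detector mix added. After 8 min at ambient temperature, light output is measured.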
Hsp90 Hop PPI: qHTS Assay for Disrupters of an Hsp90 Co-Chaperone Interaction; AlphaScreen TPR2A-His6 binding biotin-Hsp90 C-terminal peptide; 0.44% of 71,000 active; AID 595, 2007; Hsp90 C-terminal peptide / TPR2A (Hop) interaction, human; Potency, µM (top dose mostly 57 µM), for inactives: at the highest dose activity change, negative = inhibition; active = well fitted curve in either direction with a large enough effect; inconclusive = small, poorly fitted or top-dose-only effect, or another doubt; note: potency is the fitted concentration of half-maximal effect; % is set by controls: 0 for no effect and ±100 for the full control effect; many of its hits are not listed in these tables
UbGFP stabilizer: Ubiquitin-GFP Assay; Ubiquitin-GFP reporter cells, proteasome inhibition, GFP fluorescence; response scale: untreated = 0%, 10 µM MG-132 = 100%; Potency, µM (doses to about 45.9 µM), for inactives: at the top dose activation (GFP accumulation), hits mostly activators; 67,000 tested, under 10 active; AID 526, 2006; active = well fitted activation curve with a large enough effect, not every such curve was filed as active; inconclusive = small, poorly fitted or top-dose-only effect, or another doubt; inactive = no such curve, though single readings can be large or run the other way; note: potency is the fitted concentration of half-maximal effect
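U2OS cells expressing ubiquitin(G76V)-GFP, seeded overnight in 0.5% FBS medium, then treated 4 hr at 37 C across 46 uM to 2.9 nM. GFP-positive cells counted by laser cytometry (488 ex/515 em); %activity scaled between basal and 10 uM MG-132.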
Numbers without * were called inactive; i = inactive; ? = inconclusive; / = not tested or not shown; [ ] = another dose, or the depositor's remark. Unless noted, calls come from the whole dose curve; as a rule, active = well fitted curve in the direction sought with a large enough effect; inconclusive = small, poorly fitted or top-dose-only effect, or another doubt; inactive = no such curve, though single readings can be large; an effect the other way counts as inactive or inconclusive. This is a subset (hit frequency here may not be typical).

SMILES	4-MU autofl	ERK AVP inh	CRE-bla Fsk	GFP derepression	A350 autofl	HBB splicing	TexasRed autofl	Fluorescein autfl	Luciferase inh	Hsp90 Hop PPI	UbGFP stabilizer
Nc1c(C(=O)NCc2ccco2)nnn1-c1ccccc1	?	25%	?	-2%	?	-2.6%	i	i	-14%	?	2%
CCC(C)Sc1nc2c(c(=O)[nH]c(=O)n2C)n1Cc1ccc(Cl)cc1 (stereo unspecified)	i	24%	7.9µM*	-1%	i	/	i	i	0%	-1%	0%
CC(=O)c1ccc(OCCCC(=O)NCC(c2ccco2)N(C)C)cc1 (stereo unspecified)	?	6%	-8%	0%	?	-0.7%	i	?	-1%	-1%	-2%
Cc1nnc(NC(=O)C2CCCO2)s1 (stereo unspecified)	i	-4%	3%	1%	i	/	i	i	0%	-1%	4%
CCOC(=O)c1c(SC)nc(SC)c2c1CCC2	?	/	/	0%[20.6 µM]	?	/	i	i	3%[25.5 µM]	/	/
COc1ccc(OC)c(C(=O)CSc2nc3c(c(=O)n(C)c(=O)n3C)n2C(C)C)c1	i	?	17%	6%	i	-0.2%[57.5 µM]	i	?	-13%	0%	-2%
COc1cc(-n2nnnc2SCC(=O)N2CCN(c3ccc(F)cc3)CC2)c(OC)cc1Cl	i	-13%	-1%	-3%	i	-0.7%	i	i	2%	-3%	0%
CCOc1ccc2nc(NCCNC(=O)Nc3ccccc3)c(C#N)cc2c1	?	-8%	?	1%	?	/	i	?	7%	10%	-3%
Cc1c(Cl)cccc1NC(=O)CCCCCN1C(=O)CCC1=O	i	-9%	1%	0%	i	-0.9%	i	i	3%	0%	-6%
Cc1ccc(CCN2C(=O)CCC2(C)C(=O)NC2CCCC2)cc1 (stereo unspecified)	/	-4%	-5%	3%	/	0.4%	/	/	4%	-7%	0%
Cc1ccccc1C(=O)NC1CCN(CC(=O)Nc2nccs2)CC1	i	-23%	1%	1%	i	0.1%	?	?	-1%	-4%	5%
CCN(CC)c1ccc(NS(=O)(=O)c2ccc3c(c2)oc(=O)n3C)c(C)c1	/	?	-30%	-5%	/	-1.2%	/	/	2%	-6%	10%
CCCCOCCCNC(=O)Cc1ccccc1OC	/	8%	?	-2%	/	-2.2%[0.0738 µM]	/	/	1%	-6%[11 µM]	0%[9.17 µM]
O=S(=O)(C/C(=C/CO)S(=O)(=O)c1ccccc1)c1ccccc1	i	?	?	2%	i	4.6%[1.84 µM]	i	i	0%	0%	7%
Cc1cnc(C(=O)OCC(=O)Nc2cccc(Cl)c2)cn1	i	?	-5%	2%	i	0.1%[57.5 µM]	i	i	-5%	-4%	3%
CC1CCN(C(=O)CN(CCc2ccccc2)S(C)(=O)=O)CC1	i	8%	-3%	8%	i	/	i	i	1%	1%	3%
O=C(CSc1nc2c(cnn2-c2ccccc2)c(=O)[nH]1)N1CCOCC1	i	31%[activator]	?	-3%	i	-6.6%	i	?	0%	-3%	-2%
CC(C)NC(=O)c1n[nH]c(=O)c2ccccc12	i	-22%	14%	3%	i	-0.5%	?	i	4%	-7%	-3%
COC(=O)c1cc(C(=O)OC)cc(N2C(=O)CC(Sc3nc(C)cc(C)n3)C2=O)c1 (stereo unspecified)	?	-21%	10%	0%	?	0.4%	i	i	0%	-7%	0%
Nc1nc(CN2CCN(c3ccc(F)cc3)CC2)nc(N2CCCc3ccccc32)n1	i	-22%	?	0%	i	1.7%[57.5 µM]	i	i	3%	-5%	2%
COc1ccccc1N1CCN(C(=O)c2ccc(Br)s2)CC1	i	13%	-14%	10%	i	0.0%[57.5 µM]	i	i	3%	0%	-3%
Cc1cc(N)c2ccccc2[n+]1CCCCCCCCCC[n+]1c(C)cc(N)c2ccccc21	i	-2%	?	1%	i	-2.0%[20.6 µM]	?	?	2%	?	-1%
COC(=O)c1ccc(C2NC(=O)NC(C)=C2C(=O)N(C)C)cc1 (stereo unspecified)	i	8%	-11%	-1%	i	-0.9%	?	?	-32%	-1%	-3%
O=C(CSCC(=O)OCn1nnc2ccccc2c1=O)Nc1ccc(Cl)cc1	i	-23%	-3%	0%	i	0.5%	i	?	-2%	-6%	0%
O=C1c2oc3ccc(Br)cc3c(=O)c2C(c2cccnc2)N1Cc1ccco1 (stereo unspecified)	i	10%	-12%	-3%	i	3.6%	i	?	2%	0%	12%
CC(=O)c1c(C)[nH]c(C(=O)NCCc2ccccc2)c1C	i	4%	7%	-3%	i	-0.4%[57.5 µM]	?	i	?	-3%	-3%
CCOC(=O)C1=C(C)N=C(/N=C/N(C)C)SC1c1ccccc1 (stereo unspecified)	i	3%	?	0%	i	-1.7%	i	?	-2%	-5%	-6%
COc1ccc(Nc2cc(C)nc3nc(C)nn23)c(OC)c1	/	-16%	?	-3%	/	0.5%	/	/	2%	-4%	-6%
COc1ccc(CNC2=CC(=O)CC(C)(C)C2)cc1	/	5%	-3%	2%	/	-1.9%	/	/	0%	-5%	14%
COC(=O)c1ccc(C(C(=O)NCc2ccccc2)N(Cc2ccco2)C(=O)c2cnccn2)cc1 (stereo unspecified)	i	16%	-7%	1%	i	/	i	i	3%	-1%	-1%
COc1cccc(N2CCN(C(=O)c3ccc4nc(N5CCCCC5)sc4c3)CC2)c1	/	25µM*	2%	7%	/	-0.3%	/	/	-11%	-10%	6%
CCOC(=O)c1ccc(NC(=O)c2nn(CC)cc2Br)cc1	i	-21%	4%	-2%	i	-0.6%	?	?	-20%	5%	8%
CC1(C)CC(=O)c2cnc(NC(=O)CCc3ccccc3)nc2C1	/	-7%	-3%	1%	/	0.1%	/	/	-2%	-2%	-12%
CC(C)(C)C(=O)[C@H]([C@@H](c1ccccc1)N1CCOCC1)N1CCOCC1	i	-19%[11.5 µM]	1%[7.6 µM]	-1%[9.22 µM]	i	1.7%[9.22 µM]	i	i	2%[11.4 µM]	2%[11 µM]	-2%[9.17 µM]
COc1ccc(C(CCc2ccc(C)o2)NC(=O)Nc2ccc(OC)cc2OC)cc1 (stereo unspecified)	i	-27%	-12%	-3%	?	2.3%	i	i	0%	-5%	-3%
CC(=O)Oc1cccc(/C=c2\sc3nc(-c4ccco4)nn3c2=O)c1	i	5%	-2%	4%	i	-0.3%	i	i	-3%	-4%	1%
Cc1ccccc1N(CC(=O)NCCSCc1ccco1)S(C)(=O)=O	/	-2%	?	0%	/	-2.9%[0.0738 µM]	/	/	3%	?	2%[9.17 µM]
COc1ccc(-c2nnc(SC(C)C#N)o2)cc1 (stereo unspecified)	i	4%	6%	2%	i	-0.1%[57.5 µM]	i	i	-7%	-4%	-2%
CCCc1nc(SCc2cccnc2)c2c(=O)n(C)c(=O)n(C)c2n1	/	/	4µM*	/	/	-1.1%	/	/	1%	-6%	-3%

Ordered by SMILES length (descending): part of the list above
SMILES	4-MU autofl	ERK AVP inh	CRE-bla Fsk	GFP derepression	A350 autofl	HBB splicing	TexasRed autofl	Fluorescein autfl	Luciferase inh	Hsp90 Hop PPI	UbGFP stabilizer
COC(=O)c1ccc(C(C(=O)NCc2ccccc2)N(Cc2ccco2)C(=O)c2cnccn2)cc1 (stereo unspecified)	i	16%	-7%	1%	i	/	i	i	3%	-1%	-1%
COc1cccc(N2CCN(C(=O)c3ccc4nc(N5CCCCC5)sc4c3)CC2)c1	/	25µM*	2%	7%	/	-0.3%	/	/	-11%	-10%	6%
COC(=O)c1ccc(C2NC(=O)NC(C)=C2C(=O)N(C)C)cc1 (stereo unspecified)	i	8%	-11%	-1%	i	-0.9%	?	?	-32%	-1%	-3%

Single records (already shown).
`COc1ccccc1N1CCN(C(=O)c2ccc(Br)s2)CC1` across the screens: 4-MU autofl: i; ERK AVP inh: 13%; CRE-bla Fsk: -14%; GFP derepression: 10%; A350 autofl: i; HBB splicing: 0.0%[57.5 µM]; TexasRed autofl: i; Fluorescein autfl: i; Luciferase inh: 3%; Hsp90 Hop PPI: 0%; UbGFP stabilizer: -3%
`COc1ccc(C(CCc2ccc(C)o2)NC(=O)Nc2ccc(OC)cc2OC)cc1` (stereo unspecified) across the screens: 4-MU autofl: i; ERK AVP inh: -27%; CRE-bla Fsk: -12%; GFP derepression: -3%; A350 autofl: ?; HBB splicing: 2.3%; TexasRed autofl: i; Fluorescein autfl: i; Luciferase inh: 0%; Hsp90 Hop PPI: -5%; UbGFP stabilizer: -3%

Screening data (PubChem BioAssay)
